# OX1R antag-1 = blocks the human orexin 1 receptor. CHO/OX1R cells, Fluo-8 calcium fluorescence, orexin A. inhibition, % at 5 µM. 330,000 tested, 0.43% active. AID 434989;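 active = inhibition above its plate's threshold, mean inhibition of all tested compounds on the plate plus 3 SD, cut at about 37% in these data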;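 also: 0% = orexin A challenge wells and 100% = SB-334867-A antagonist wells; not every result past the cut was called active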
# Target sequence (O43613 whole entry, looked up): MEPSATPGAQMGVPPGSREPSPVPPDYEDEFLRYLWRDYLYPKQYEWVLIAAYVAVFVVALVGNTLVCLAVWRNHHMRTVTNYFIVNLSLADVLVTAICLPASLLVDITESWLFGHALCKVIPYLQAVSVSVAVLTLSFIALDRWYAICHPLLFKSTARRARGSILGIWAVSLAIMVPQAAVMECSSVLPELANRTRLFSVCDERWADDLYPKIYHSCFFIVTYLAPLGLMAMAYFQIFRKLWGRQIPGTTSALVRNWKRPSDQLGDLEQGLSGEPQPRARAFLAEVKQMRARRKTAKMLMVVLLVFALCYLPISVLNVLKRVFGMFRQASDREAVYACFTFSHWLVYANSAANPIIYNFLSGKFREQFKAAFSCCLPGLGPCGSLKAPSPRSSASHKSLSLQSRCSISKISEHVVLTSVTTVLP
# OX1R antag-2 = OX1R (human) antagonism; AID 485270; inhibition, % at 6.6 µM; OX1R-expressing cells, FRET antagonist read-out; 330,000 tested, 1.8% active; in the data active = inhibition mostly above about 38%, no sharp cut-off; inactive = mostly below about 40%;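 also: 0% = agonist challenge alone and 100% = reference antagonist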
# STK33 inh = blocks human STK33 kinase activity; inhibition, % at 10 µM; purified STK33, MBP phosphorylation, ADP-Glo luminescence; Q9BYT3; 320,000 tested, 0.073% active;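 active = inhibition at or above 25%, using the most active replicate where run in duplicate; inactive = inhibition below 25%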
# Target sequence (Q9BYT3 whole entry, looked up): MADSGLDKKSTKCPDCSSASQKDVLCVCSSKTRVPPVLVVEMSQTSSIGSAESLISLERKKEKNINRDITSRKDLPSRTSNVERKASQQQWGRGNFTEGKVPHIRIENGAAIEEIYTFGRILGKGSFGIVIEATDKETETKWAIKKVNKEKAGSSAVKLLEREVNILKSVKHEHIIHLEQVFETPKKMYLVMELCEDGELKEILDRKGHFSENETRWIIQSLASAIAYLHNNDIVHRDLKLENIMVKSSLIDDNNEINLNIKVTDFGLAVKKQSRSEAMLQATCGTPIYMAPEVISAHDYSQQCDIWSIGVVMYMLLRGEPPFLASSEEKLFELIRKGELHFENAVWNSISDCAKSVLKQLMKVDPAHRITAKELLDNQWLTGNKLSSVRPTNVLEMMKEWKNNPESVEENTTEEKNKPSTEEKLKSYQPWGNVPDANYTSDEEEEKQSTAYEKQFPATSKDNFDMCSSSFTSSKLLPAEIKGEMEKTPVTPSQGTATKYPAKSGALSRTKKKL
# An asterisk follows results filed as active; x = no result given.
item	canonical_smiles	OX1R antag-2	OX1R antag-1	STK33 inh
1	O=C(c1ccccc1)c1ccc(C(=O)N2CCN(c3ccc(F)cc3)CC2)o1	8	-9	-0.7
2	COc1ccc(CNc2ccc([N+](=O)[O-])cn2)cc1	7	-13	0.5
3	O=C(CSc1nc2ccccc2c(=O)n1CC1CCCO1)Nc1ccc(F)cc1 (stereo not given)	16	12	0.7
4	CCCc1cc(=O)[nH]c(SCC(=O)NC)n1	4	-4	-0.6
5	COc1cc(C(=O)NCCCNC(=O)c2cc(OC)c(OC)c(OC)c2)cc(OC)c1OC	13	-3	-1.8
6	CN(C)c1ccc(-c2nnn(CC(=O)Nc3ccc4c(c3)OCCO4)n2)cc1	10	0	0.2
7	Cc1nc2ccc(N)cc2s1	14	-10	-2.0
8	CC1(C)CC2(CCO1)OC(=O)CC2C(=O)NCCc1ccccc1 (stereo not given)	20	-7	-3.9
9	CCN(CC)S(=O)(=O)c1cccc(N=NC2=C(O)CCCC2=O)c1	12	-17	0.1
10	O=C(Cn1cc(C(F)(F)F)ccc1=O)NCCc1ccc(Cl)cc1Cl	37	-15	1.5
11	CC(=O)N1CCc2c(sc(NC(=O)Cc3ccccc3)c2C(N)=O)C1	13	3	-0.2
12	COc1ccc(NC2=NCCCCC2)cc1	4	-17	0.2
13	NC(N)=Nc1nc(-c2ccccc2)c2cc(F)ccc2n1	24	-8	5.3
14	COc1ccc(CNC(=O)c2ccc3c(=O)n(CCCN4CCCC4=O)c(=S)[nH]c3c2)cc1	14	-22	-1.3
15	Clc1ccc2nc(C3CCN(Cc4ccccc4)CC3)[nH]c2c1	39	-17	0.0
16	O=C(CSc1nccn1Cc1ccco1)Nc1ccccc1	18	-5	0.7
17	COc1cc(/C=C2\SC(N3CCC(C)CC3)=NC2=O)ccc1O	20	-17	21
18	O=C(NCC1CCCO1)c1ccc(COc2ccccc2)o1 (stereo not given)	13	-11	-1.4
19	CCCCN(CCCC)Cc1ccc(N)cc1	7	-14	-0.9
20	C[C@H](CO)N1C[C@H](C)[C@@H](CN(C)C(=O)Nc2ccc3c(c2)OCO3)Oc2c(NC(=O)C3CC3)cccc2C1=O	14	17	x
21	Cc1cc(Sc2nc(N(C)C)nc(N(C)C)n2)nc(Cl)n1	8	-17	-1.3
22	CC(C)Oc1cccc(C(=O)C2CCCN(C(=O)c3ccoc3)C2)c1 (stereo not given)	24	-27	-1.3
23	COc1ccc(CCn2c(=N)c(C(=O)NCC3CCCO3)cc3c(=O)n4ccccc4nc32)cc1 (stereo not given)	58*	-14	0.8
24	COc1cc(/C=C2\CC(C(C)(C)C)C/C(=C\c3cc(OC)c(OC)c(OC)c3)C2=O)cc(OC)c1OC (stereo not given)	-2	-3	2.8
25	COc1ccc(N(CC(=O)Nc2cc(OC)ccc2OC)S(=O)(=O)c2c(C)nn(C)c2C)cc1	8	-38	0.1
26	CCN(CC)S(=O)(=O)c1ccc(N2CCOCC2)c(NC(=O)COc2ccc(C#N)cc2)c1	12	-19	x
27	CCN(CC)S(=O)(=O)c1cccc(C(=O)NN2Cc3ccccc3C2=N)c1	7	6	4.2
28	Cc1ccc2c(c1)/C(=N/O)CCS2	13	-7	0.2
29	CC(=O)c1ccc(NC(=O)CSc2nnc(-c3ccncc3)n2C2CC2)cc1	1	-11	0.3
30	Cc1cc(O)ccc1C1(c2ccc(O)cc2C)OC(=O)c2ccccc21	12	8	0.8
31	Cc1cc(C)nc(NC(=O)Cc2ccc(Cl)cc2)c1	9	-24	x
32	C=CC[N+]1(CC#Cc2ccccc2)CCCC1	16	-9	1.4
33	Cc1ccc(S(=O)(=O)NCC(C)NC(=O)CN2CCOCC2)cc1 (stereo not given)	13	-12	-2.6
34	CC(=O)Nc1cccc(NC(=O)C(C)N2c3cccc4cccc(c34)S2(=O)=O)c1 (stereo not given)	22	2	4.2
35	CC(C)(C)OC(=O)[C@H](Cc1ccccc1)NC(=O)c1nc[nH]c1C(=O)NCCCCCN	29	2	-0.6
36	CCN(C(=O)CSc1nc2ccccc2c(=O)n1-c1cccc(C)c1)C1CCS(=O)(=O)C1 (stereo not given)	4	-18	1.7
37	COCCCNC(=S)N1CCN(c2nc3ccccc3s2)CC1	-2	-34	-0.7
38	CCn1c(SCC(=O)c2ccc(F)cc2)nnc1-c1ccoc1C	15	-17	-0.7
39	Cc1cc(C(=O)NNS(=O)(=O)c2ccc(F)cc2)nn1C(C)(C)C	0	12	-1.6
40	Cc1ccc(NC(=O)c2ccccc2-c2cc(C)no2)cc1	8	-5	-1.4
41	C=CCOC(=O)C1=C(C)OC(N)=C(C#N)C1c1ccco1 (stereo not given)	17	-12	0.2
42	COc1ccc(OCC#CCN2CC(C)OC(C)C2)cc1 (stereo not given)	7	2	0.0
43	O=C(Nc1ccon1)c1cc2c(s1)CCCCCC2	10	1	-0.7
44	O=C(C1=C[C@@H](C2CCCCC2)C[C@@H](OCc2ccc(CO)cc2)O1)N1CCN(Cc2ccccc2)CC1	12	-14	-0.4
45	CC1=CC(C)(C)N(C(=O)CN2C(=O)c3ccccc3C2=O)c2ccc(C)cc21	7	-20	-0.1
46	Cc1ccc(S(=O)(=O)N2CCN(Cc3ccccc3C(F)(F)F)CC2)cc1	0	-19	0.1
47	O=[N+]([O-])c1ccc(S(=O)(=O)CC2CSc3nc4ccccc4n32)cc1 (stereo not given)	31	-9	-0.9
48	COc1ccccc1C(=O)NNC(=O)CCN1C(=O)/C(=C\c2ccccc2)SC1=S	2	3	-0.6
49	O=C(NNC(=O)c1csc(-c2cccnc2)n1)Nc1ccc(Cl)cc1	8	-14	5.5
50	CC(C)N1CCC(N2CCN(Cc3cccc4nonc34)CC2CCO)CC1 (stereo not given)	52	-14	x
51	O=C(c1ncn(Cc2ccccc2)c1C(=O)N1CCc2ccccc2C1)N1CCc2ccccc2C1	9	-6	4.5
52	O=C(NC1CCCC1)C(c1ccsc1)N(Cc1ccco1)C(=O)Cc1cccs1 (stereo not given)	24	-35	-0.1
53	CCCn1c(SCC(=O)NCC)nc2sc3c(c2c1=O)CCC3	45	-42	1.4
54	COc1ccc(N2CCN(C(=O)C3CCCO3)CC2)cc1 (stereo not given)	27	-15	0.1
55	O=C(NC1CCN(Cc2ccccc2)CC1)c1cc(Br)c(Br)[nH]1	16	-18	0.0
56	COc1ccccc1NC(=O)Cc1ccc(-c2ccccc2)cc1	7	-8	0.2
57	CCOc1ccc(-c2nc(N)ncc2-c2ccc(OC)cc2)c(O)c1	8	-22	2.8
58	O=S(=O)(N1CCCCCC1)N1CCN(S(=O)(=O)N2CCCCC2)CC1	11	-17	x
59	COC(=O)c1ccccc1NC(=O)c1cc(OC)cc(OC)c1	27	-19	0.2
60	Cc1ccc(S(=O)(=O)N2CCN(C(=O)c3ccc(-n4cncn4)c([N+](=O)[O-])c3)CC2)cc1C	4	-15	0.6

# Brought forward from above: 2 compounds, then new ones.
item	canonical_smiles	OX1R antag-2	OX1R antag-1	STK33 inh
59	COC(=O)c1ccccc1NC(=O)c1cc(OC)cc(OC)c1	27	-19	0.2
60	Cc1ccc(S(=O)(=O)N2CCN(C(=O)c3ccc(-n4cncn4)c([N+](=O)[O-])c3)CC2)cc1C	4	-15	0.6
61	Cc1ccccc1NC(=O)c1ccc(Nc2c([N+](=O)[O-])cc([N+](=O)[O-])c3ccccc23)cc1	34	10	-2.0
62	COc1cc(Br)cc(C2C3=C(CCCC3=O)N(c3ccc(F)cc3)C3=C2C(=O)CCC3)c1O	19	-19	-1.0
63	COc1c(/C=N/Nc2ccc(C(=O)O)cc2)c(CCN(C)C(C)=O)cc2c1OCO2	8	-6	-1.8
64	Cc1cccc(N(CC(=O)N2CCN(c3ccc(F)cc3)CC2)S(C)(=O)=O)c1C	28	-35	0.8
65	CCCCN(C(=O)c1cccc(-c2ccc(OC(C)=O)cc2)c1)c1c(N)n(CCC)c(=O)[nH]c1=O	3	-19	-1.0
66	CCN1/C(=C/C=C/c2oc3ccc(-c4ccccc4)cc3[n+]2CC)Oc2ccc(-c3ccccc3)cc21	34	105*	1.1
67	O=C(O)c1ccc(Cl)c(S(=O)(=O)Nc2ccc3[nH]c(=O)[nH]c3c2)c1	9	-4	0.7
68	NS(=O)(=O)c1ccc(CNC(=S)NC2CC2)cc1	2	7	-1.2
69	CCOC(=O)N1CCN(C(=O)COCc2cc(-c3ccc4c(c3)OCO4)on2)CC1	6	-9	0.7
70	CCOC(=O)C1(CCc2ccccc2)CCN(C(=O)CCn2cnnn2)CC1	10	-22	-0.3
71	Cc1c(C(=O)Nc2ccc(S(=O)(=O)N(C)C3CCN(C)CC3)cc2)oc2c(Cl)cccc12	7	43*	2.8
72	C=CCOc1ccc(/C=C/C(=O)OCC(=O)N(C)CC(=O)Nc2ccccc2Cl)cc1	21	-22	-1.9
73	O=C(CSc1nc2ncccc2[nH]1)NCc1ccco1	6	-3	1.3
74	CCCCCCCSc1nc(N)cc(=O)[nH]1	12	-4	-0.9
75	COC(=O)Nc1ccc(S(=O)(=O)N2CCCC(C(=O)N3CCN(C)CC3)C2)cc1 (stereo not given)	7	-11	0.3
76	COCCn1nnnc1C(c1cccc(C(F)(F)F)c1)N1CCN(Cc2ccccc2)CC1 (stereo not given)	25	-19	-2.0
77	Cc1cnn(CCC(=O)NNC(=S)Nc2ccccc2)c1	12	-9	-1.7
78	O=C(Nc1ccc(N2CCOCC2)cc1)c1ccc(Cl)cc1N1CCCC1=O	11	-6	0.4
79	O=c1[nH]c2ccccc2nc1/C=C/c1ccc(Cl)cc1	11	-18	-0.6
80	Cc1cc(C)cc(NC(=S)N2CCN(CCO)CC2)c1	-5	-5	1.1
81	O=C(CCCOc1ccc(Cl)cc1Cl)NCCCO	-9	-5	-0.7
82	C1CN(c2nc(N3CCOCC3)nc(N3CCOCC3)n2)CCO1	15	-7	-1.2
83	COC(=O)c1ccc(COc2ccccc2/C=C(\C#N)C(=O)Nc2c(C)cc(C)cc2C)cc1	5	-21	-0.4
84	CC(=O)O[C@@H]1[C@@H](O)[C@@H](O)[C@H](Oc2c(-c3ccc(O)cc3)oc3c(CC=C(C)C)c(O)cc(O)c3c2=O)O[C@H]1C	11	9	1.7
85	CCc1nnc(NC(=O)CSc2ccc(Cl)cc2)s1	17	3	1.1
86	COCCn1c(SCC(=O)Nc2ccccc2C(F)(F)F)nc2ccccc2c1=O	19	-28	9.0
87	CC(C)CC(=O)Nc1nnc(SCC(=O)NCC2CCCO2)s1 (stereo not given)	31	-4	0.2
88	CCOc1ccccc1/C=C/c1onc(C)c1S(=O)(=O)N1CCC(C(=O)NC(C)(C)C)CC1	7	-5	0.9
89	COc1ccc(O)c(C(=O)c2cc(C#N)c(=O)n(CC3CCCO3)c2)c1 (stereo not given)	17	-43	-2.0
90	O=C(O)c1nccnc1C(=O)N1CCN(c2ccccc2)CC1	7	1	-2.7
91	COc1ccccc1CNC(=O)c1cc(-c2ccccc2C)n(CC2CC(c3cccc([N+](=O)[O-])c3)=NO2)n1 (stereo not given)	24	-14	0.3
92	COc1ccc(NC(=O)CN(c2c(C)cccc2C)S(C)(=O)=O)cc1	16	-16	-0.3
93	Cc1oc2c(c1C(=O)NCc1ccccc1)CCCC2	16	-35	-1.0
94	Cc1ccc(OCCn2cc(/C=N/NC(=O)c3ccncc3)c3ccccc32)cc1	14	13	0.3
95	CC(=O)Nc1cccc(-c2nc3ccc(NC(C)=O)cc3s2)c1	19	-8	2.3
96	O=C(CN1CCC(n2nnc3cc(F)ccc32)CC1)NCCc1nc2ccccc2[nH]1	8	-15	-0.3
97	COc1ccc(S(=O)(=O)N2CCOCC2)cc1NC(=O)CC1CC2CCC1C2 (stereo not given)	0	-2	-1.0
98	CCOc1ccc(N=C2NC(=O)/C(=C/C(=O)OC)S2)cc1	32	-13	0.8
99	CCCCc1ccc(NC(=O)CSc2nnc(C)c(=O)n2N)cc1	31	-30	-1.4
100	O=C(O)c1cc2c(=O)c3ccccc3oc2nc1C(F)(F)F	34	-16	-1.0

# Profiles, looked up by structure. Order of screens: OX1R antag-2	OX1R antag-1	STK33 inh
# O=C(O)c1nccnc1C(=O)N1CCN(c2ccccc2)CC1 reads 7	1	-2.7
# CC(C)CC(=O)Nc1nnc(SCC(=O)NCC2CCCO2)s1 (stereo not given) reads 31	-4	0.2
# O=C(O)c1cc2c(=O)c3ccccc3oc2nc1C(F)(F)F reads 34	-16	-1.0
# COc1ccccc1CNC(=O)c1cc(-c2ccccc2C)n(CC2CC(c3cccc([N+](=O)[O-])c3)=NO2)n1 (stereo not given) reads 24	-14	0.3
# COC(=O)c1ccc(COc2ccccc2/C=C(\C#N)C(=O)Nc2c(C)cc(C)cc2C)cc1 reads 5	-21	-0.4

# (cont.)
item	canonical_smiles	OX1R antag-2	OX1R antag-1	STK33 inh
101	Cc1ccc(S(=O)(=O)N(C)c2cc(S(=O)(=O)Nc3ccncc3)c(C)cc2C)cc1	6	-11	-1.0
102	CC1=Nc2cc(C(=O)NCC3CCCO3)ccc2Sc2ccc(Br)cc21 (stereo not given)	11	-29	1.3
103	O=C(COC(=O)c1ccc(Cl)nc1)NCCc1ccc(Cl)cc1	8	-25	-0.5
104	CCCCCCCCNc1ncnc2ccccc12	36	90*	3.7
105	COc1ccc(C(=O)O)cc1NCc1ccc(C)s1	13	-8	-1.8
106	CCOC(=O)N1CCN(C(=O)c2ccc(Cl)nc2)CC1	5	-12	0.2
107	CCOC(=O)N1CCN(C(=O)Cc2cccc3ccccc23)CC1	8	-25	1.2
108	Fc1ccc(-n2cc(-c3ccccc3)[n+]3c2SCC3)cc1	15	-4	-0.6
109	Cc1c(C(=O)NCc2ccco2)oc2ccc(S(=O)(=O)N3CCC4(CC3)OCCO4)cc12	25	-27	0.1
110	Cc1noc(C)c1C(=O)Nc1ccccc1C(=O)NCCc1ccccc1	64	-22	0.1
111	O=C(c1ccc(N2CCN(C3CC(=O)N(Cc4cccs4)C3=O)CC2)cc1)c1cccnc1 (stereo not given)	6	-10	-1.9
